IL1B NFkB pot: enhancers of NFkB p65 translocation in HUVEC – imaging, IL-1B stimulus, high-content imaging, primary screen; HUVEC IL-1B NFkB p65 nuclear translocation imaging; activation, % at 2 µM; actives 0.3% (n = 94,000); AID 819, 2007;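 active means activation above 40%, about the mean plus 3 SD, also judged a hit on visual image review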;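 further: percent activation is computed from the nuclear over cytoplasmic p65 intensity ratio; values of inactives mirror those of a sister screen read the other way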
MRP reversal: reversal of MRP1-mediated doxorubicin resistance, primary screen, H69AR cells, doxorubicin co-treatment; H69AR cells + 2 uM doxorubicin, CellTiter-Glo, 72 h; actives 0.04% (n = 85,000); differential viability (reversal), % at 10 µM;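 active means viability drop by adding the cancer drug above about 55%, with treated viability meeting a 40% cutoff, limit read from the data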;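 further: viability without doxorubicin minus viability with 2 µM doxorubicin for each compound; larger differential means the compound sensitizes cells more to doxorubicin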
Bcl-B displacement: displacers of TR3 peptide from Bcl-B, primary screen, selectivity assay for Bfl-1 inhibitor project, biochemical, fluorescence polarization | Bcl-2-like protein 10 (Homo sapiens) | FP displacement of FITC-TR3 peptide from Bcl-B; higher % means a stronger effect | one-dose displacement, % at 20 µM; IC50 in µM for titrated hits | actives 0.11% (n = 96,000) | AID 748, 2007;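 active means displacement above 50% at 20 µM plus a fluorescence interference ratio under 1.5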;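 further: plate controls were wells without compound for no effect and wells lacking Bcl-B protein for full effect; a part of the inactive calls stands beside numbers as strong as those of hits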
NFkB transloc inh: inhibitors of IL-1B driven NFkB p65 nuclear import, primary screen, imaging, HUVEC, IL-1B stimulus, high-content imaging; HUVEC IL-1B NFkB p65 nuclear translocation imaging; actives 0.43% (n = 94,000); inhibition, % at 2 µM;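 active means inhibition above about 30% together with a positive call from visual inspection of the well image, limit read from the data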;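 further: nuclear over cytoplasmic p65 intensity ratio measured by imaging; 0% = IL-1B stimulated DMSO wells and 100% = unstimulated DMSO wells; values of inactives mirror those of a sister screen read the other way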
PLAP inhibition: PLAP enzyme inhibitors, biochemical, luminescence, HTS (AID 690) | actives 0.08% (n = 96,000) | one-dose inhibition, % at 20 µM; IC50 in µM for titrated hits | purified PLAP, luminescent substrate; higher % means a stronger effect; in the data active means a potency from the dose series; inactive means the rest, 99 in 100 with inhibition below about 30%; further: strong numbers were not always called active
MRP reversal cytotoxicity: recorded beside MRP reversal, whose call it bears; viability, %; H69AR cells, CellTiter-Glo, 72 h; measured here: cytotoxicity without doxorubicin
MRP reversal with doxorubicin: second read-out of MRP reversal, no call of its own (marks repeat the call); viability, %; measured here: viability with 2 uM doxorubicin; active compounds read low
NFkB transloc inh cell count 2 µM: also measured in NFkB transloc inh; calls as there; cell count; measured here: cells passing quality filter;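 raw number of nuclei counted in each imaged well without normalization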
IL1B NFkB pot cell count 2 µM: also measured in IL1B NFkB pot; calls as there; cell count; measured here: cells passing quality filter
The depositor's hits bear a star; . = not tested or not shown. Some of the compounds tested, so the mix of outcomes need not match the whole.

cpd | mol | MRP reversal with doxorubicin | Bcl-B displacement | IL1B NFkB pot cell count 2 µM | NFkB transloc inh cell count 2 µM | MRP reversal cytotoxicity | MRP reversal | PLAP inhibition | NFkB transloc inh | IL1B NFkB pot
1 | COc1ccc(-c2cc(C(=O)N/N=C/c3sccc3C)c3ccccc3n2)c(OC)c1 | . | -3% | 152 | 152 | . | . | -59% | -20 | 20
2 | CCOc1cc(/C=N/NC(=O)CN2CCCCC2)ccc1OCc1ccccc1 | . | 4% | 132 | 132 | . | . | -48% | 7 | -7
3 | Cc1cc(C)n2[nH]c(=O)c(N=Nc3cccc(Cl)c3)c2n1 | . | 0% | 163 | 163 | . | . | 18% | 4 | -4
4 | CCCCSc1nnc(-c2cc(Br)ccc2N)c(=O)[nH]1 | 105 | 0% | 110 | 110 | 112 | 7 | 11% | -1 | 1
5 | C(=N\n1cnnc1SCc1ccccc1)/c1ccco1 | 92 | 3% | 96 | 96 | 94 | 2 | -7% | 16 | -16
6 | O=C(CSc1oc(-c2ccccc2)nc1S(=O)(=O)c1ccc(F)cc1)NCC1CCCO1 (stereo not drawn) | 79 | . | 142 | 142 | 69 | -10 | . | -16 | 16
7 | Cn1c(CN2CCOCC2)c(C#N)c2ccccc21 | 62 | -12% | 161 | 161 | 91 | 30 | -12% | 11 | -11
8 | Cc1ccc(NC(=O)COC(=O)C2=COCCO2)cc1 | . | 5% | 214 | 214 | . | . | -7% | 8 | -8
9 | COc1cccc(C2=NOC(C(=O)N3CCN(C(=O)c4ccco4)CC3)C2)c1 (stereo not drawn) | 95 | 0% | . | . | 87 | -8 | 1% | . | .
10 | CCOC(=O)c1sc(NC(=O)CSc2n[nH]c(-c3ccc(Cl)cc3Cl)n2)c(C#N)c1C | 69 | -25% | 149 | 149 | 66 | -3 | -20% | 1 | -1
11 | CN(/C=C/C(=O)C(F)(F)C(F)(F)F)Cc1ccccc1 | . | 0% | 135 | 135 | . | . | 4% | 0 | -1
12 | CCCCN(CC)C(=O)CSc1cc(=O)n(C)c2ccccc12 | . | -8% | 118 | 118 | . | . | -1% | -6 | 6
13 | COc1ccc(N(C)C(=O)CCS(=O)(=O)c2cccc3nonc23)c(OC)c1 | 82 | -10% | 80 | 80 | 100 | 18 | 9% | 0 | 0
14 | CC1(C)CC2(CC(C)(C(=O)CSc3nc4ccccc4s3)OC2=O)C(=O)O1 (stereo not drawn) | 88 | 8% | 165 | 165 | 82 | -6 | -7% | 11 | -11
15 | CCOc1ccccc1N1CCN(S(=O)(=O)c2ccc(F)c(F)c2)CC1 | 83 | -6% | 200 | 200 | 88 | 5 | -4% | -12 | 12
16 | N#CC1=C2C=CC=CN2CC1=O | 90 | 8% | 136 | 136 | 102 | 12 | -13% | -3 | 3
17 | COC(=O)c1ccc(OCC2c3cc(OC)c(OC)cc3CCN2C(=O)C2CC2)cc1 (stereo not drawn) | 64 | 8% | 80 | 80 | 85 | 21 | -52% | 11 | -11
18 | Cc1ccc(S(=O)(=O)NCC(C)NS(=O)(=O)c2ccc(C)cc2)cc1 (stereo not drawn) | 93 | -10% | 158 | 158 | 85 | -8 | 8% | -12 | 12
19 | Cc1ccc(C)c(C(=O)CSc2nnnn2C(C)C)c1 | 65 | -3% | 172 | 172 | 87 | 22 | -25% | -3 | 3
20 | CS(=O)(=O)N1CCN(c2nc3ccccc3s2)CC1 | 85 | 0% | 114 | 114 | 106 | 21 | 2% | -15 | 15
21 | Cc1ccc(N2C(=O)CC(n3nc(C)cc3C)C2=O)cc1 (stereo not drawn) | 104 | 5% | 208 | 208 | 102 | -2 | 4% | -16 | 16
22 | Cc1nn(C)c(C(=O)Nc2ccn(Cc3c(F)c(F)cc(F)c3F)n2)c1[N+](=O)[O-] | . | -5% | 188 | 188 | . | . | -36% | -24 | 24
23 | CCOC(=O)Cc1c(C)nc2c(-c3ccc(OC)cc3)c(C)nn2c1C | 48 | -5% | 150 | 150 | 23 | -25 | -51% | 12 | -12
24 | O=C(COc1ccc(/C=N/NC(=O)c2cc3ccccc3o2)cc1Br)Nc1ccccc1 | . | -16% | 160 | 160 | . | . | -14% | 5 | -5
25 | O=C(NCc1ccco1)c1cc2n(n1)C(C(F)(F)F)CC(c1ccc(Br)cc1)N2 (stereo not drawn) | 104 | 10% | 196 | 196 | 94 | -10 | 18% | -2 | 2
26 | O=c1oc2ccccc2c(N2CCCC2)c1CN1CCCC1 | 104 | -8% | 183 | 183 | 91 | -13 | 17% | -4 | 4
27 | COc1cc(C(=O)NCCC(=O)NCc2ccc3c(c2)OCO3)cc(OC)c1OC | 82 | -7% | 111 | 111 | 92 | 10 | -27% | -5 | 5
28 | COc1cc(OC)cc(C(=O)Nc2cccc(N3CCCC3)c2)c1 | 70 | -7% | 133 | 133 | 78 | 8 | 3% | 0 | 0
29 | Clc1cccc(-c2cc3nc4c(c(N5CCOCC5)n3n2)CCCC4)c1 | 82 | -64% | . | . | 78 | -5 | -79% | . | .
30 | Cc1c(Cl)cnc(NC(=O)CSc2nnc3ccccn23)c1Cl | . | 12% | 148 | 148 | . | . | 14% | -12 | 12
31 | O=S(=O)(c1ccc(Cl)cc1)N1CCC(N2CCCCCC2)CC1 | 85 | 1% | 120 | 120 | 94 | 10 | -12% | 0 | 0
32 | CCOC(=O)Cn1cc(/C=N/NC(=O)c2ccc(C#N)cc2F)c2ccccc21 | . | -4% | 138 | 138 | . | . | -8% | 14 | -14
33 | CCOC(=O)C1=C(C)N=c2s/c(=C3/C(=O)Nc4ccccc43)c(=O)n2C1c1ccc(C)cc1 (stereo not drawn) | 4 | . | 110 | 110 | 2 | -2 | . | -1 | 1
34 | COc1ccc(N(CC(=O)O)S(=O)(=O)c2cccnc2)cc1 | 104 | -1% | 162 | 162 | 106 | 1 | 3% | -5 | 5
35 | CCOc1ccccc1OCCCOc1ccc(C)cc1Cl | . | -7% | 133 | 136 | . | . | 4% | 4 | -1
36 | CN(C)S(=O)(=O)c1ccc(S(=O)(=O)N(CC(=O)Nc2ccccc2)Cc2ccco2)cc1 | 80 | 7% | . | . | 91 | 10 | 3% | . | .
37 | Cc1nc2nc(Cc3ccccc3)[nH]n2c(=O)c1Cc1ccccc1 | 92 | -2% | 152 | 152 | 85 | -7 | 8% | -23 | 23
38 | COc1ccc(S(=O)(=O)N(C)c2ccc(C(=O)N3CCOCC3)cc2)cc1OC | 92 | -3% | 152 | 152 | 97 | 5 | -32% | 0 | 0
39 | COc1ccc(NS(=O)(=O)c2ccc3c(c2)CCC(=O)N3)c(OC)c1 | 114 | -3% | 177 | 177 | 89 | -25 | -3% | -6 | 6
40 | COc1cc(-c2nc(S(=O)(=O)c3ccc(C)cc3)c(N(C)C)o2)cc(OC)c1OC | 80 | -2% | 163 | 163 | 84 | 5 | -2% | 6 | -6
41 | c1n[nH]c(NCc2ccc3c(c2)OCO3)n1 | 86 | 6% | 104 | 104 | 81 | -6 | -20% | -9 | 9
42 | CCn1c(=N)n(CC(=O)c2ccc(OC)c(OC)c2)c2ccccc21 | . | 0% | 166 | 166 | . | . | -32% | -3 | 3
43 | O=C(CN1C(=O)C2C3C=CC(C3)C2C1=O)NCC1COc2ccccc2O1 (stereo not drawn) | . | -3% | 155 | 155 | . | . | -2% | -21 | 21
44 | CCN(CC)C(=O)c1sc2nc(-c3cccs3)cc(-c3ccc(Cl)cc3)c2c1N | 84 | -34% | 140 | 140 | 90 | 6 | -37% | -11 | 11
45 | O=C(N/N=C/c1ccc(F)cc1)c1sccc1OCc1ccc(F)cc1 | . | 5% | 137 | 137 | . | . | 13% | -6 | 6
46 | O=C(NCCCn1ccnc1)/C(=C/c1ccco1)NC(=O)c1ccccc1 | . | . | 116 | 116 | . | . | . | 6 | -6
47 | CCOc1ccc(CN2C(=O)CCC2(C)C(=O)NCc2cccnc2)cc1 (stereo not drawn) | 93 | 5% | . | . | 104 | 10 | -6% | . | .
48 | CC1Cn2c(nnc2-c2cccc(Cl)c2)S1 (stereo not drawn) | . | . | 71 | 71 | . | . | . | -14 | 14
49 | CSc1nsc(SCC(=O)N2CCCc3ccccc32)n1 | 78 | -10% | 150 | 150 | 111 | 33 | 37% | -26 | 26
50 | COC(=O)c1c(C)noc1-c1cc(C)on1 | 102 | -8% | 77 | 77 | 102 | -1 | -11% | -4 | 4
51 | COc1ccccc1C(=O)N1CCN=C1SC | 96 | -6% | 175 | 175 | 93 | -3 | 18% | -14 | 14
52 | C#CCOC(=O)c1ccc(-n2cncn2)nc1 | 92 | 5% | . | . | 100 | 8 | -2% | . | .
53 | O=C(O)c1nc(N2CCCCC2)ncc1Cl | 101 | -2% | 145 | 145 | 106 | 5 | -23% | 1 | -1
54 | CCC(Oc1ccccc1)C(=O)N1CC(C)CC(C)C1 (stereo not drawn) | 106 | -2% | 100 | 100 | 85 | -21 | -30% | -8 | 8
55 | COc1ccc2oc(=O)c(C(=O)N3CCc4ccccc43)cc2c1 | 100 | -1% | 103 | 103 | 94 | -6 | 6% | 2 | -2
56 | Cc1ccccc1OCC(O)Cn1c(NCCN(C)C)nc2c1c(=O)n(C)c(=O)n2C (stereo not drawn) | 87 | 2% | 161 | 161 | 84 | -3 | -43% | -6 | 6
57 | O=C(c1ccc(-c2ccccc2)cc1)N1CCN(Cc2ccccn2)CC1 | 76 | 2% | 89 | 89 | 88 | 12 | -36% | 4 | -4
58 | Cc1nc2ncnn2c(C)c1CCC(=O)Oc1ccccc1 | 89 | -46% | 84 | 84 | 90 | 1 | 16% | -11 | 11
59 | C=CCn1c(NCc2cc(C)ccc2O)nc2ccccc21 | 72 | -1% | 171 | 171 | 68 | -3 | 14% | 8 | -8
60 | N=C1C(c2nc(-c3ccc(F)cc3)cs2)=C(O)CN1Cc1ccc(Cl)cc1 | . | -33% | 167 | 167 | . | . | -9% | -21 | 21

Three entries from above, ordered by the value under IL1B NFkB pot, falling.
no. | SMILES | IL1B NFkB pot
49 | CSc1nsc(SCC(=O)N2CCCc3ccccc32)n1 | 26
55 | COc1ccc2oc(=O)c(C(=O)N3CCc4ccccc43)cc2c1 | -2
59 | C=CCn1c(NCc2cc(C)ccc2O)nc2ccccc21 | -8

(next part)
cpd | mol | MRP reversal with doxorubicin | Bcl-B displacement | IL1B NFkB pot cell count 2 µM | NFkB transloc inh cell count 2 µM | MRP reversal cytotoxicity | MRP reversal | PLAP inhibition | NFkB transloc inh | IL1B NFkB pot
61 | CCn1nccc1C(=O)Nc1nccs1 | 93 | -4% | 175 | 175 | 83 | -9 | 2% | -2 | 2
62 | O=C(Nc1ccc(Oc2cccc3ccccc23)cc1)c1ccco1 | 97 | -33% | 89 | 89 | 95 | -3 | 29% | 1 | -1
63 | O=c1cc(CN2CCN(C/C=C/c3ccccc3)CC2)c2cc(O)ccc2o1 | 20 | 2% | 162 | 162 | 39 | 18 | -19% | -12 | 12
64 | CN(Cc1ccccc1)S(=O)(=O)c1ccc(Cl)nc1 | . | -8% | 151 | 151 | . | . | 19% | -17 | 17
65 | Cc1ccc(-c2csc3ncnc(SCC(=O)Nc4nnc(C)s4)c23)cc1 | . | -4% | 132 | 132 | . | . | -10% | 3 | -3
66 | O=C(OCCN1CCCC1)C1(c2ccccc2)CCCC1 | 73 | -2% | . | . | 90 | 17 | -66% | . | .
67 | Cc1ccc(N2CCCCn3c2nc2c3c(=O)n(CC(=O)O)c(=O)n2C)cc1 | 84 | 0% | 209 | 209 | 95 | 11 | -10% | -6 | 6
68 | Cc1cc(C)nc(-n2nc(C)c(Br)c2Nc2ccc(Br)cc2)n1 | 73 | -1% | 111 | 111 | 81 | 8 | -3% | -12 | 12

Bioassay records from PubChem.
